Compound activity as filed in PubChem.
p53ts 32C kill: qHTS Screen for Compounds that Selectively Target Cancer Cells with p53 Mutations: Cytotoxicity of p53ts Cells at the Permissive Temperature | Potency, µM (series often up to 46.1 µM), for the others: at the highest dose activity change, negative = cytotoxicity, hits mostly cytotoxic | H1299-p53A138V at 32C, ATP luminescence viability, 24 h | 130,000 tested, 0.93% active | AID 924, 2007;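 note: 0% = DMSO and -100% = full killing by reference compound; nearly all actives have a fitted effect of over 55% in size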
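H1299-p53 A138V cells (temperature-sensitive p53) exposed 24 h to up to 46 uM compound at 32C, where p53 is wild-type in conformation. Viability read as ATP luminescence and normalised to DMSO and 100 uM tamoxifen. AC50 fitted with the Hill equation.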
p53ts 39C tox: qHTS Screen for Compounds that Selectively Target Cancer Cells with p53 Mutations: Cytotoxicity of p53ts Cells at the Nonpermissive Temperature | 130,000 tested, 1.5% active | H1299-p53A138V viability at 39C, ATP luminescence, 24 h | Potency, µM (highest dose often 46.1 µM), for the others: at the highest dose activity change, negative = cell killing, actives largely listed as cytotoxic; note: nearly all actives have a fitted effect of over 55% in size
IkB sig inh: IkB Signaling. ABC-DLBCL IkBa-CBG/CBR dual luciferase ratio, 4 h; response scale: scaled: untreated 0%, proteasome inhibitor 100%. Potency, µM (highest dose often 57.1 µM), for inactives: at the top dose IkBa stabilization activation. 110,000 tested, 0.04% active; active = well fitted curve in the direction sought with a large enough effect in the signal ratio, not every such curve was filed as active; inconclusive = small, poorly fitted or top-dose-only effect, or a change in a side signal; the % refers to the signal ratio;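 note: the direction sought is a rising ratio; 0% = basal untreated cells and 100% = reference inhibitor full response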
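In this assay, an IκBα–CBG68 fusion accumulates when IKK-driven degradation is blocked; native CBR normalizes for cell number. OCI-Ly3 cells were treated 4 h with compound and doxycycline, then green and red light read after Chroma-Glo addition.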
Peg3 imprint: qHTS Assay for Compounds that Induce Erasure of Genomic Imprints. mouse ES Peg3-LacZ reporter, beta-gal luminescence, 40 h. Potency, µM (titrated, usually from 60.7 µM), inactives show at the top dose activity change, positive = activation, hits mostly activators. 110,000 tested, 0.02% active. AID 1948, 2009;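 note: 0% = negative control wells on the plate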
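Readout: BetaGlo luminescence (5 min, room temp) for LacZ from the normally silent maternal Peg3 allele in female Peg3LacZ-Neo ES cells. Cells 300/well, 40 h, 37C, 5% CO2. Data normalized per plate to negative controls.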
Active calls of the source: *; ? = inconclusive; . = no result given; [ ] = remark or other dose. Unless noted, calls come from the whole dose curve; as a rule, active = well fitted curve in the direction sought with a large enough effect; inconclusive = small, poorly fitted or top-dose-only effect, or another doubt; inactive = no such curve, though single readings can be large; an effect the other way counts as inactive or inconclusive. Unless noted, % is set by controls: 0 for no effect and ±100 for the full control effect; potency is the fitted concentration of half-maximal effect. Random draw from the library. Share with any hit: about 1.7%.

SMILES	p53ts 32C kill	p53ts 39C tox	IkB sig inh	Peg3 imprint
CCc1ccc(CNC(=O)c2cc3c(s2)-c2ccccc2OC3)cc1	-19.9%	-27.1%	1.2%	-6.6%[10.9 µM]
COc1ccc(OC)c(NC(=O)CCN2CCCC(C)C2)c1 (stereo unspecified)	3.1%	-11.6%	-1.4%	6.0%
O=C(CSc1nnnn1-c1ccccc1)Nc1nsc(-c2ccc(Cl)cc2)n1	-24.5%	-22.4%	?	-22.4%
Cc1cc(C)c(NC(=O)c2ncoc2-c2ccco2)c(C)c1	-0.4%	0.8%	?	-7.7%[10.9 µM]
CCOC(=O)C1CCN(C(=O)c2cc(S(=O)(=O)N3CCOCC3)c(Cl)cc2Cl)CC1	-5.2%	-10.3%	-0.2%	-19.5%
CCOc1cc(C(=O)Nc2ccc(-c3nc4ncccc4o3)cc2C)cc(OCC)c1OCC	9.2%	30.1%[activator]	-0.7%	-8.8%[10.9 µM]
Cc1ccc(CN(C(=O)c2ccccc2)c2ccccn2)o1	-0.5%	-11.9%	2.0%	-11.5%[10.9 µM]
CCCCS(=O)(=O)N1CN(S(=O)(=O)CCCC)C2NC(=O)NC21 (stereo unspecified)	2.2%	-1.9%	-1.6%	3.6%
Cc1ccc(CCNC(=O)CCSCc2ccccc2Cl)cc1	-3.3%	-17.9%	?	-8.9%[10.9 µM]
CCC(C)NS(=O)(=O)c1ccc(OCC(=O)N2CCC(C)CC2)cc1 (stereo unspecified)	10.4%	28.5%	.	.
COc1ccccc1-c1nc(C(N)=O)c2[nH]c(=O)n(-c3cccc(C)c3)c2n1	-5.3%	3.7%	-0.8%	-6.6%
COc1cc(CSc2ncn[nH]2)c(OC)cc1CSc1ncn[nH]1	13.5%	21.3%	0.4%	6.6%
O=C1C2=CC[C@H]3C(=O)N(C4CCCCC4)C(=O)[C@@H]3[C@@H]2[C@H](O)[C@@H]2O[C@H]12	35.3%[activator][9.22 µM]	133.1%[activator][9.22 µM]	.	.
COc1cccc(OC)c1OCC(O)CN1CCN(c2ccccc2)CC1 (stereo unspecified)	-6.9%	3.7%	-1.6%	4.9%
CCc1ccc(Cn2c(CNS(=O)(=O)c3ccc(F)c(Cl)c3)nc3cccnc32)cc1	9.0%	-18.7%	-0.6%	10.1%[10.9 µM]
COc1ccc(-c2nc3scc(CCNS(=O)(=O)c4ccc5c(c4)OCCO5)n3n2)cc1	-0.5%	?	?	-12.1%[10.9 µM]
O=C(Cn1ncc2ccsc2c1=O)N1CCN(c2ccc(F)cc2)CC1	11.3%	5.5%	?	-7.0%[10.9 µM]
O=C(Nc1ccc(Cl)cc1)c1cc2c(-c3ccccc3)nn(-c3ccccc3)c2s1	2.7%	11.2%	?	3.0%[10.9 µM]
N#Cc1nc(COc2cccc(Cl)c2)oc1NCc1ccncc1	-1.9%	-3.0%	?	-20.4%
Cc1occc1-c1nnc(SCC(=O)c2ccc(Cl)cc2)n1C	-2.0%	-18.7%	0.5%	-25.0%
O=C(COC(=O)C(Cc1c[nH]c2ccccc12)NC(=O)c1ccc(Cl)cc1)c1ccc(Cl)cc1 (stereo unspecified)	2.6%	0.4%	?	-8.9%[10.9 µM]
CC1CCC(NC(=O)c2ccc(CS(=O)(=O)c3c(Cl)cccc3Cl)o2)CC1 (stereo unspecified)	-3.1%	-4.2%	?	-11.7%[10.9 µM]
C=C(C)Cn1c(SCC(=O)Nc2cc(C)ccc2C)nc2sc3c(c2c1=O)CCCC3	4.7%	-10.1%	10.8%	-16.4%[10.9 µM]
CC(=O)c1ccc(N2CCN(c3ncnc4c3c(-c3ccccc3)cn4-c3cccc(C)c3)CC2)cc1	-3.1%	?	-2.2%	-7.7%[10.9 µM]
CCCCn1c(SCC(=O)c2ccccc2)nc2sc3c(c2c1=O)CCCC3	1.3%	12.6%	3.3%	2.3%[10.9 µM]
CC1CCN(S(=O)(=O)c2ccc3c(c2)CCC(=O)N3CC(=O)Nc2cccc(C#N)c2)CC1	8.6%	-0.6%	1.2%	-10.9%[10.9 µM]
O=C(CCC1CCCCC1)Nc1c[nH]c(=O)[nH]c1=O	0.6%	-7.3%	0.6%	-2.2%
CC(C)c1ccccc1S(=O)(=O)c1cc(N)c2ncccc2c1[N+](=O)[O-]	11.1%	3.16µM*	.	-21.8%
N#CC1=C(N)Oc2cc3c(cc2C1c1ccc(Cl)cc1)OCO3 (stereo unspecified)	-15.8%	-21.1%	?	-17.6%
CCCCN(CCCC)CCCNC(=O)Cn1cc2c(n1)-c1c(oc(C(=O)N3CCCC3)c1C)CC2	-11.2%	-20.6%	-1.9%	18.3%[10.9 µM]
Cc1nc2oc3c(NCC4CCCO4)ncnc3c2c2c1COC(C)(C)C2 (stereo unspecified)	-0.8%	5.3%	-3.1%	-6.5%
Cc1oc(-c2ccc(C(=O)Nc3cc(F)ccc3F)cc2)nc1COc1ccccc1	-9.3%	?	-0.3%	-9.8%[10.9 µM]
O=C(CN(Cc1ccccc1)C1=NCCS1)c1ccc(Cl)cc1	13.2%	8.8%	.	.
COc1cccc(CNC(=O)Nc2cc(C(=O)NCc3cccc(F)c3)ccc2N2CCCC2)c1	-8.5%	-22.4%	?	-4.5%[10.9 µM]
COc1ccc2[nH]cc(CCNc3ncncc3-c3ccoc3)c2c1	9.6%	8.4%	?	-15.7%
Cc1cc(-c2ccco2)n(CC(=O)NCCN(C)C)n1	5.4%	2.2%	1.5%	-5.6%
Cc1ccc(-n2c(=O)c3cccnc3n2CC(=O)Nc2cc(C)cc(C)c2)cc1	14.5%	24.1%	?	-14.6%[10.9 µM]
Cn1cc(CNC(=O)c2sc3cccc(Cl)c3c2Cl)cn1	11.5%	-7.5%	.	.
O=C(CCn1c(=O)oc2ccccc21)N1CCN(c2ccccc2F)CC1	2.8%	-0.3%	1.9%	-11.7%
CCCCNc1cc(C(=O)O)cc(S(N)(=O)=O)c1Oc1ccccc1	9.9%	14.0%	1.1%[25.6 µM]	-1.9%
COC(=O)CN1C(C(=O)c2ccccc2)=C(OC(=O)c2ccccc2)c2ccccc2S1(=O)=O	4.3%	-10.9%	5.0%	-10.6%[10.9 µM]
O=S(=O)(NC1=NCCCCC1)c1cccs1	-4.4%	-3.1%	-0.7%	-5.2%
CCOCC(=O)Nc1nc2ccccc2s1	-7.7%	0.9%	.	.
NC(=O)c1nc(Nc2ccccc2)sc1NC(=O)c1c(F)cccc1F	0.4%	-2.0%	?	14.9%[10.9 µM]
N#CC1=C(N)Oc2cc(O)ccc2C1C1CCCCC1 (stereo unspecified)	23.9%	6.9%	6.0%	-16.3%

Profiles from above.
`O=C(CSc1nnnn1-c1ccccc1)Nc1nsc(-c2ccc(Cl)cc2)n1` as listed: p53ts 32C kill = -24.5%; p53ts 39C tox = -22.4%; IkB sig inh = ?; Peg3 imprint = -22.4%
`CCCCn1c(SCC(=O)c2ccccc2)nc2sc3c(c2c1=O)CCCC3` as listed: p53ts 32C kill = 1.3%; p53ts 39C tox = 12.6%; IkB sig inh = 3.3%; Peg3 imprint = 2.3%[10.9 µM]
`Cc1ccc(CN(C(=O)c2ccccc2)c2ccccn2)o1` as listed: p53ts 32C kill = -0.5%; p53ts 39C tox = -11.9%; IkB sig inh = 2.0%; Peg3 imprint = -11.5%[10.9 µM]

(more compounds)
SMILES	p53ts 32C kill	p53ts 39C tox	IkB sig inh	Peg3 imprint
CN1CCN(C(=O)c2cc3c(n(-c4ccccc4)c2=O)CC(C)(C)CC3=O)CC1	1.1%	-5.8%	-0.4%	-9.7%
C=C1C(C(=O)N2CCOCC2)C1C(=O)N1CCOCC1 (stereo unspecified)	10.0%	3.8%	0.8%	-5.9%
CC(=O)Nc1c(C)nn(-c2ccccc2)c1N1CCC(C(=O)Nc2cc(F)ccc2F)CC1	-0.7%	6.5%	-0.8%	11.9%[10.9 µM]
Cc1cc(NS(=O)(=O)c2ccc(NC(=O)Nc3cccc(Cl)c3)cc2)no1	-7.3%	-3.3%	0.0%	-59.7%[inhibitor]
Cc1cc(C)cc(Nc2cc(-c3ccccc3)nc(C)n2)c1	?	-25.3%	?	3.7%[10.9 µM]
Nc1nonc1-c1nc2ccccc2n1Cc1c(Cl)cccc1Cl	-8.0%	?	?	-11.8%[10.9 µM]
CCOC(=O)c1cc2c(=O)n3ccccc3nc2n(Cc2ccco2)c1=NC(=O)c1ccc(F)cc1	-14.9%	-23.1%	?	-9.7%[10.9 µM]
CN(C)C(=O)CN1C(=O)C2CCCCN2C(=O)c2ccccc21 (stereo unspecified)	-7.0%	-7.5%	-2.0%	.
CC1C(C#N)=C(N)OC2=C1C(=O)CC(C)(C)C2 (stereo unspecified)	-3.1%	2.1%	3.5%	-6.9%
COc1ccc(N(CC(=O)NCCc2ccccc2)S(=O)(=O)c2c(C)nn(C)c2C)cc1	3.5%	17.8%	-1.7%	28.1%[10.9 µM]
CCOC(=O)c1ccc(N2C(=O)c3n[nH]c(C)c3C2c2ccccc2)cc1 (stereo unspecified)	37.5%[activator]	92.2%[activator]	0.5%	3.1%
CCN(CC)C(=O)c1sc2c(c1C)c(=O)n(Cc1ccccc1)c(=O)n2Cc1cc(C)ccc1C	?	-4.3%	?	-16.7%[10.9 µM]
COC(=O)c1ccccc1NC(=O)N1c2ccccc2CC1C (stereo unspecified)	-8.4%	-12.0%	-0.5%	-12.4%
CCOC(=O)c1cc2c(=O)n3ccccc3nc2n(C(C)C)c1=NC(=O)C(C)(C)Oc1ccc(Cl)cc1	5.7%	2.2%	-2.1%	-1.7%[10.9 µM]
Nc1nonc1-c1nc2ccccc2n1Cc1ccc(Cl)cc1	-4.1%	-1.2%	2.3%	-5.9%
O=C(NCc1ccccc1Cl)NCc1noc2ccccc12	-2.9%	-17.9%	1.2%	-16.1%[10.9 µM]
N#Cc1ccccc1Cn1c(=O)n(CCCC(=O)NCc2ccc3c(c2)OCO3)c(=O)c2sccc21	1.9%	-9.6%	1.7%	-4.0%[10.9 µM]
Cc1nn(-c2nc3ccccc3[nH]2)c(N)c1-c1ccccc1	?	?	?	-38.2%[inhibitor]
CCc1ccccc1NC(=O)Cn1nc(N2CCN(c3ccccc3OC)CC2)ccc1=O	-1.6%	-19.8%	-2.3%	-5.4%[10.9 µM]
COC(=O)c1c(NC(=O)c2nc(SCc3ccc(F)cc3)ncc2Cl)sc2c1CCCC2	17.3%	3.1%	2.2%	7.6%[10.9 µM]
CCOC(=O)N1CCN(C(=O)c2oc3ccc(S(=O)(=O)N4CCCCCC4)cc3c2C)CC1	-21.3%	11.1%	2.3%	-19.7%
CCN(CC)CCCNC(=O)c1cc2c(=O)n(C)c3ccccc3c2n1C	-4.3%	-6.0%	9.0%	-15.1%
COCCCNC(=O)CN1C(=O)COc2ccc(S(=O)(=O)N3CCOCC3)cc21	9.1%	2.2%	?	-7.7%[10.9 µM]
CC(C)C(c1nnnn1Cc1ccccc1)N1CCN(Cc2ccc3c(c2)OCO3)CC1 (stereo unspecified)	-6.5%	-2.8%	?	-18.2%
COC(=O)c1cnc(N2CCN(c3ccc(OC)cc3)CC2)c2ccccc12	2.6%	-23.4%	?	-4.5%[10.9 µM]
CCN(CC)c1ccc2cc(C(N)=O)c(=O)oc2c1	-9.8%	-6.0%	.	.
Cc1cccc(NC(=O)C2CCCN(S(=O)(=O)c3c(C)n[nH]c3C)C2)c1 (stereo unspecified)	8.7%	?	1.8%	-1.9%[10.9 µM]
Cc1ccccc1NC(=O)Cn1nc(-c2ccc(F)cc2)c2cnc3ccccc3c21	-2.5%	-16.6%	0.4%	-9.3%[10.9 µM]
COc1ccc(N2CCN(C(=O)CSc3ncnc4c3cnn4-c3ccc(OC)cc3)CC2)cc1	12.3%	5.1%	1.3%	0.3%
CNC(=O)C1CCC(Cn2c(=O)c3sccc3n(CC(=O)N3CCC(C)CC3)c2=O)CC1 (stereo unspecified)	8.3%	-11.8%	-1.6%	-9.4%[10.9 µM]

2 of the compounds above, with bars between the fields.
Molecule | p53ts 32C kill | p53ts 39C tox | IkB sig inh | Peg3 imprint
COC(=O)c1c(NC(=O)c2nc(SCc3ccc(F)cc3)ncc2Cl)sc2c1CCCC2 | 17.3% | 3.1% | 2.2% | 7.6%[10.9 µM]
CCOC(=O)N1CCN(C(=O)c2oc3ccc(S(=O)(=O)N4CCCCCC4)cc3c2C)CC1 | -21.3% | 11.1% | 2.3% | -19.7%
